# Bioassay records from PubChem.
# AID2073: inhibitors of Mint1-CaV2.2 protein interaction, biochemical, HTRF (AID 2073); 290,000 compounds, 0.19% hits; Voltage-dependent N-type calcium channel subunit alpha-1B (Homo sapiens); HTRF protein-protein interaction, Mint1-CaV2.2; higher % means a stronger effect; inhibition, % at 20 µM; hits with a dose series show IC50 in µM; in the data active means inhibition mostly above about 51%, no sharp cut-off; inconclusive means no clear call, values can overlap the other calls; inactive means mostly below about 53%; further: some results filed as inactive read as strong as hits
# M1AAP inhibition: P. falciparum M1AAP inhibitors, biochemical, fluorogenic H-Leu-NHMec substrate, 1536-well (AID 1445); recombinant M1AAP, H-Leu-NHMec fluorogenic kinetic assay; higher % means a stronger effect; one-dose inhibition, % at 30 µM; IC50 in µM for titrated hits; 220,000 compounds, 0.42% hits;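 active means primary inhibition above the hit cutoff, then over 50% inhibition at one or more dose response concentrations, cut at about 23% in these data, passing the limit was not always enough; inconclusive means conflicting primary data, or primary hits not chosen for dose response; inactive means low primary inhibition, or under 50% at every dose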;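 further: plate controls were DMSO full reaction for no effect and no enzyme background for full effect; strong numbers were not always called active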
# M17LAP inhibition: P. falciparum M17LAP inhibitors, primary screen, biochemical, fluorogenic H-Leu-NHMec substrate, 1536-well (AID 1619); Leucine aminopeptidase (Plasmodium falciparum (isolate 3D7)); recombinant M17LAP, H-Leu-NHMec fluorogenic kinetic assay; higher % means a stronger effect; one-dose inhibition, % at 30 µM; IC50 in µM for titrated hits; 220,000 compounds, 0.38% hits;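 active means compound inhibiting the enzyme by more than half at any dose during confirmatory dose-response retesting; inconclusive means strong single-dose inhibitors picked by rank but not retested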;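 further: plate controls were full reaction with DMSO carrier for no effect and no enzyme background for full effect; strong numbers were not always called active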
# Siah-1 displacement: Siah-1 peptide-binding antagonists, primary screen, biochemical, fluorescence polarization, rhodamine-plectin, uHTS (AID 1817) | Siah-1 / rhodamine-plectin peptide fluorescence polarization; higher % means a stronger effect | displacement, % at 20 µM, or IC50 in µM where a hit was titrated | E3 ubiquitin-protein ligase SIAH1 (Homo sapiens) | 290,000 compounds, 0.02% hits;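 active means displacement of at least 50% at 20 µM, with a fluorescence ratio check between 0.3 and a set limit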;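 further: plate controls were Siah plus tracer with DMSO for no effect and tracer alone without Siah for full effect; strong numbers were not always called active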
# XIAP displacement: XIAP antagonists, biochemical, IAP family, fluorescence polarization (AID 1018); 200,000 compounds, 0.007% hits; XIAP BIR domain, fluorescence polarization peptide displacement; higher % means a stronger effect; displacement, % at 20 µM; hits with a dose series show IC50 in µM; E3 ubiquitin-protein ligase XIAP (Homo sapiens); in the data active means displacement above about 50%; further: a part of the inactive calls stands beside numbers as strong as those of hits
# Lipid droplet: inhibitors of hepatocyte lipid droplet formation, primary screen, imaging, high-throughput imaging, BODIPY stain. AID 1656, 2009. 240,000 compounds, 0.4% hits. inhibition, % at 6.5 µM. AML12 mouse hepatocytes, oleate lipid droplets;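 active means lipid droplet intensity inhibited by at least 50%, with more than 500 cells counted; inconclusive means wells with under 300 cells, treated as cytotoxic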
#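 Assay system: AML12 hepatocytes (mouse); Probe or stimulus: oleic acid at 100 µM to induce lipid droplet formation; Dosing: compound at 6.5 µM only; Schedule: compound with oleate, overnight; Detection: fluorescence imaging, 20x objective, two fields per well; Measure: % inhibition of lipid droplet signal.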
# ER stress rescue: rescue of cells from ER stress-induced death, primary screen, 384-well, CSM14.1, thapsigargin, ATP luminescence (AID 1222). 190,000 tested, under 10 active. CSM14.1 thapsigargin-induced death rescue, ATP luminescence; higher % means a stronger effect. cellular ATP content (survival), % at 20 µM; hits with a dose series show EC50 in µM;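 active means EC50 below 50 µM in the dose-response confirmation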;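 further: death triggered by thapsigargin at about 15 µM added after 2 h compound pretreatment; cell ATP read after overnight thapsigargin exposure of roughly 18 to 22 hours; normalized against plate controls of thapsigargin alone and 5% DMSO vehicle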
# NOD2 inhibition: NOD2 signaling inhibitors, cell-based, luminescence, uHTS, HEK293 (AID 1566); 290,000 compounds, 0.63% hits; HEK293 NOD2/NF-kB luciferase reporter, luminescence; higher % means a stronger effect; one-dose inhibition, % at 4 µM; EC50 in µM for titrated hits; further: many of its hits are not listed in these tables
# LYP phosphatase: inhibitors of LYP phosphatase, biochemical, fluorescence intensity, uHTS (AID 1779) | Tyrosine-protein phosphatase non-receptor type 22 (Homo sapiens) | inhibition, % at 11.5 µM; hits with a dose series show IC50 in µM | recombinant LYP phosphatase, fluorescence intensity; higher % means a stronger effect | 290,000 compounds, 0.054% hits;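 further: plate controls were vehicle with enzyme for no effect and no enzyme for full effect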
# Lipid droplet cells 6.5 µM: second read-out of Lipid droplet, no call of its own (marks repeat the call); cell count; measured here: cell count, cytotoxicity flag;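 cells counted across two imaged fields per well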
# Starred values were filed as active, the others as inactive; ? = inconclusive; · = no result given; & = joins results of further samples. Unless noted, no stated cut-off is given here; in the data, active means inhibition above about 50%; inactive means the rest.
# Sequence of screens – AID2073	M1AAP inhibition	M17LAP inhibition	Siah-1 displacement	XIAP displacement	Lipid droplet	Lipid droplet cells 6.5 µM	ER stress rescue	NOD2 inhibition	LYP phosphatase
> CCN1CCN(Cc2ccc(NC(=O)c3ccc(C)c(NC(=O)N4CCNC4=O)c3)cc2C(F)(F)F)CC1
    9%&1%	2%	-12%	3%&2%	·	2	658	·	26%&15%	-17%&-13%
> O=C(CSc1nc2[nH]ncc2c(=O)n1-c1ccc(Cl)c(Cl)c1)NCc1ccccc1Cl
    2%	-2%	-1%	-8%	-4.3%	-18	717	3.6%	-13%	6%
> CCn1nnc(-c2ccccc2NC(=O)C(F)(F)F)n1
    -6%	7%	-6%	7%	-2.0%	·	·	0.5%	13%	-8%
> Nc1ccccc1C#CC(=O)c1ccccc1
    -10%	·	·	-3%	·	-9	822	·	5%	-6%
> O=C(NCCc1c[nH]c2ccccc12)C(=O)Nc1ccccc1
    6%	1%	-2%	8%	-5.3%	3	715	1.9%	-43%	-3%
> COC(=O)c1ccc(OCC(=O)NC(C)(C)C)cc1
    13%	5%	-6%	-6%	-1.7%	-12	553	-1.5%	1%	-8%
> O=C(CNC(=O)c1ccccn1)N=Nc1c(O)[nH]c2ccccc12
    0%	·	·	-5%	·	-4	785	·	-9%	-7%
> COc1cc(CC(=O)N/N=C/c2ccc([N+](=O)[O-])cc2)c([N+](=O)[O-])cc1OC
    2%	9%	4%	-1%	-3.0%	0	684	2.3%	3%	-6%
> CC(=C\c1ccco1)/C=C1/SC(=S)N(CC(=O)O)C1=O
    -12%	6%	38%	-1%	·	14	705	·	9%	-3%
> CN(C)CCCNC(NC(=O)/C=C/c1ccccc1)C(Cl)(Cl)Cl (stereo unspecified)
    -2%	3%	11%	11%	·	15	763	·	16%	-3%
> O=C(CC1C(=O)NCCN1Cc1ccc(F)c(F)c1)NCCCn1ccnc1 (stereo unspecified)
    3%	5%	0%	-2%	-5.2%	-12	726	-1.0%	1%	-8%
> O=C(COC(=O)c1ccc(F)cc1)Nc1nc2ccc([N+](=O)[O-])cc2s1
    38%	4%	4%	-1%	-3.9%	1	732	0.1%	14%	-9%
> COc1ccccc1NC(=O)/C(=C/c1ccncc1)NC(=O)c1ccccc1
    5%	·	·	3%	·	9	714	·	13%	-8%
> O=C(Nc1ccc(O)cc1)c1ccc2c(c1)C(=O)N(Cc1cccnc1)C2=O
    6%	·	·	6%	·	9	866	·	11%	-9%
> CC1(C)Cc2noc(N)c2C(C)(C)N1OC(=O)c1ccco1
    2%	7%	-7%	0%	-5.4%	-7	694	-0.6%	12%	-2%
> CCOc1cc2[nH]c(=O)n(CCC(=O)N3CCN(c4ccccc4OC)CC3)c(=O)c2cc1OCC
    -2%	5%	-3%	2%	-6.9%	·	·	-0.2%	12%	-4%
> CCc1nnc(NS(=O)(=O)c2ccc(NC(=O)/C=C/c3ccccc3Cl)cc2)s1
    21%	12%	1%	16%	-9.5%	6	736	2.0%	11%	1%
> Cc1ccc2c(c1)C(=O)CC1(CCCCCC1)O2
    4%	8%	-7%	0%	·	33	709	·	-8%	-7%
> CCOc1cccc(-c2c(C(=O)N/N=C/c3sccc3C)nnn2-c2nonc2N)c1
    0%	·	·	5%	·	-6	649	·	14%	0%
> Cn1c(N)c(C(=O)COC(=O)CCC2CCCC2)c(=O)n(C)c1=O
    -15%	-1%	17%	-5%	-3.5%	5	678	-0.5%	-6%	-2%

# An excerpt from above, showing only Lipid droplet and M1AAP inhibition:
compound	Lipid droplet	M1AAP inhibition
CC1(C)Cc2noc(N)c2C(C)(C)N1OC(=O)c1ccco1	-7	7%
CCOc1cc2[nH]c(=O)n(CCC(=O)N3CCN(c4ccccc4OC)CC3)c(=O)c2cc1OCC	·	5%

# (more compounds)
# Sequence of screens – AID2073	M1AAP inhibition	M17LAP inhibition	Siah-1 displacement	XIAP displacement	Lipid droplet	Lipid droplet cells 6.5 µM	ER stress rescue	NOD2 inhibition	LYP phosphatase
> CC(=O)Nc1ccc2c(c1)C(=O)c1ccccc1C2=O
    4%	5%	-3%	-3%	-0.9%	·	·	-1.9%	-124%	0%
> CCOC(=O)N1CCN(C(=O)c2cnc(Nc3ccccc3OC)c3ccccc23)CC1
    8%	-2%	14%	0%	-10%	0	701	1.0%	9%	-6%
> COc1c(F)c(F)c(C(=O)Nc2ccc(-c3nc4ccccc4[nH]3)cc2)c(F)c1F
    38%	0%	0%	-1%	-7.7%	12	692	-1.1%	-67%	-11%
> CCN=C(NCC)SC1CC(=O)N(c2cccc(OCC)c2)C1=O (stereo unspecified)
    -5%	3%	5%	2%	-1.1%	·	·	0.5%	-16%	-5%
> Oc1ccccc1C1N=C(c2ccccc2)NC(c2ccccc2)=N1
    5%	3%	2%	0%	-7.8%	-2	749	-3.8%	6%	-3%
> S=C(Nc1ccc(Br)cc1)Nc1ccc2c(c1)OCCO2
    -25%	·	·	-6%	·	7	854	·	-73%	-5%
> CCOC(=O)c1c(C)[nH]c(C(=O)CN2C(=O)C(=O)N(CC(C)C)C2=O)c1C
    -5%	7%	14%	-4%	-4.7%	0	696	-0.9%	-15%	-1%
> CC(=O)Nc1cccc(NC(=O)c2ccc(C)c([N+](=O)[O-])c2)c1
    ?	-1%	14%	-1%	-3.6%	9	785	-1.4%	2%	-8%
> Cc1c(C)c2ccc(OC(C)C(=O)NCCCn3ccnc3)c(C)c2oc1=O (stereo unspecified)
    1%	·	·	-1%	·	-2	724	·	0%	-16%
> CN(C)c1nc2n(c(=S)n1)CCS2
    -2%	0%	78%	4%	-1.8%	-1	744	-2.0%	13%	-9%
> O=[N+]([O-])c1ccc2nc(-c3ccncc3)[nH]c2c1
    7%	7%	0%	5%	·	1	748	·	-18%	-3%
> CC(Oc1ccc(Cl)cc1Cl)c1nc(-c2ccc(NC(=O)c3cccnc3)cc2)no1 (stereo unspecified)
    21%	-6%	0%	1%	-11%	-9	650	·	48%	10%
> Cc1ccccc1N1CCN(C2=NC(=O)/C(=C/c3cn[nH]c3-c3ccccc3)S2)CC1
    -2%	-1%	-6%	1%	-9.8%	-1	661	0.4%	-23%	-6%
> Cc1ccc(C)c(S(=O)(=O)NCc2ccc(C(=O)N3CCN(C)CC3)cc2)c1
    -1%	-12%	-3%	-6%	-2.8%	-37	683	-2.9%	-25%	-2%
> CCCCCc1c(C)nc(Nc2ccc(F)cc2)[nH]c1=O
    0%	6%	-3%	0%	-2.6%	5	784	-0.4%	9%	7%
> COC(=O)CNC(c1ccccc1)c1cc(C)ccc1NC(=O)c1cccc(Cl)c1 (stereo unspecified)
    0%	4%	6%	-2%	-4.8%	-30	676	-2.6%	-18%	-7%
> c1ccc(-n2cnnc2SCc2cn3ccccc3n2)cc1
    -4%	0%	-9%	-3%	-5.3%	·	·	3.3%	8%	-3%
> CCOc1cc(/C=N/O)cc(Br)c1OCc1ccc(Cl)cc1
    -8%	7%	10%	0%	-3.6%	·	·	-1.1%	10%	-1%
> Cc1sc2nc(C3CC3)nc(NCCNS(=O)(=O)c3ccccc3)c2c1C
    -5%	3%	10%	-6%	-0.8%	-7	771	1.4%	7%	3%
> Cc1ccc(C(C)(C)C)cc1S(=O)(=O)Nc1nc2ccccc2nc1Cl
    14%	·	·	-1%	·	·	·	·	47%	-7%
> O=C(CSc1ccc(F)cc1)NC1CCCCC1
    12%	5%	-4%	5%	-0.7%	-4	705	-1.8%	-65%	-6%
> CC(=O)N1CCN(C(=S)NC(=O)c2ccc(S(=O)(=O)N3CCOCC3)cc2)CC1
    -4%	-2%	-1%	-10%	-7.6%	-14	540	0.4%	-13%	-6%
> CCOC(=O)CC(NC(=O)c1ccco1)c1ccccc1Cl (stereo unspecified)
    2%	-1%	3%	-1%	-4.2%	·	·	-2.0%	12%	-7%
> CCCCN(C)C(=O)c1nc2ccccn2c1CN1CCN(C/C=C/c2ccccc2)CC1
    1%	6%	8%	2%	-1.6%	-4	719	1.9%	-10%	-4%
> O=C(COC(=O)c1ccc([N+](=O)[O-])cc1)NC1CCCC1
    6%	·	·	2%	·	10	814	·	-3%	-1%
> CCOC(=O)CNC(=O)N1CCCC(CNS(=O)(=O)Cc2ccccc2)C1 (stereo unspecified)
    4%	2%	11%	6%	-5.8%	9	702	-0.2%	15%	-8%
> Cc1cc(=O)n(-c2ccc(C(=O)O)cc2)[nH]1
    19%	10%	20%	24%	-4.7%	-20	637	0.1%	14%	-8%
> CNc1cc([N+](=O)[O-])ccc1OCc1ccccc1
    18%	4%	-1%	10%	·	-5	662	·	26%	-6%
> CC(C)C(=O)N=C1SC2CS(=O)(=O)CC2N1Cc1ccc(Cl)cc1 (stereo unspecified)
    -3%	-3%	0%	0%	·	2	758	·	0%	-3%
> Cc1ccc(NC(=O)O/N=C/c2cccc([N+](=O)[O-])c2)cc1
    12%	-4%	-6%	3%	-0.9%	-5	427	0.0%	2%	-11%
> CN1CCN(C(=O)c2sc(=S)n(-c3ccccc3)c2N)CC1
    9%	3%	19%	4%	-2.9%	-1	668	-1.5%	11%	13%

# Single entries from the list.
# Siah-1 displacement result of CCOC(=O)CC(NC(=O)c1ccco1)c1ccccc1Cl (stereo unspecified) : -1%
# Lipid droplet cells 6.5 µM result of Cc1ccccc1N1CCN(C2=NC(=O)/C(=C/c3cn[nH]c3-c3ccccc3)S2)CC1 : 661
# LYP phosphatase result of CCOC(=O)N1CCN(C(=O)c2cnc(Nc3ccccc3OC)c3ccccc23)CC1 : -6%
# Lipid droplet cells 6.5 µM result of CC(C)C(=O)N=C1SC2CS(=O)(=O)CC2N1Cc1ccc(Cl)cc1 (stereo unspecified) : 758
# M17LAP inhibition result of CC(Oc1ccc(Cl)cc1Cl)c1nc(-c2ccc(NC(=O)c3cccnc3)cc2)no1 (stereo unspecified) : 0%
# Lipid droplet cells 6.5 µM result of Nc1ccccc1C#CC(=O)c1ccccc1 : 822

# Some of the compounds tested. The share of hits here may be higher or lower than overall.
